# HT1080 IDH1KD tx = qHTS for induction of synthetic lethality in tumor cells producing 2HG: qHTS for the HT-1080-IDH1KD cell line | HT-1080 IDH1 knockdown viability, ATP luminescence, 48 h | Potency, µM (highest dose often 46.1 µM), for the others: at the highest dose activity, negative = toxicity, actives largely listed as cytotoxic | 2% of 360,000 active | AID 686971, 2013;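 note: potency is the fitted concentration of half-maximal effect; 0% = DMSO wells and -100% = cell-free medium wells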
#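 IDH1KD HT-1080 cells, 750/well, RPMI + 5% FBS; compound pinned after 2 h settling; 48 h, 37 °C; CellTiter-Glo luminescence; % activity normalised to DMSO and no-cell wells; curves fitted, classed by r2 and efficacy.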
# MCF10A rerep = A quantitative high throughput screen for small molecules that induce DNA re-replication in MCF 10a normal breast cells. MCF 10A DNA re-replication, Hoechst nuclear intensity, 48 h. Potency, µM (titrated, usually from 46.1 µM), without a hit: at the highest dose activity, positive = re-replication, hits mostly activators. 2.9% of 350,000 active; note: potency is the fitted concentration of half-maximal effect; % of control where 0% means no effect; nearly all actives have a fitted effect of over 50% in size
# IL1B secr inh = qHTS for Inhibitors of Inflammasome Signaling: IL-1-beta AlphaLISA Primary Screen. 4.7% of 360,000 active. activity change, % at 57.5 µM. THP-1 LPS/ATP IL-1B secretion, AlphaLISA, 16 h; stronger effect = lower value. AID 743279, 2014; in the data active = activity change below about -50%; inconclusive = mostly about -30% to -49%; note: % is set by controls: 0 for no effect and ±100 for the full control effect
#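 THP-1 cells pretreated 1 hr with compounds (up to 57.5 uM final), then stimulated with LPS (250 ng/mL final) plus ATP (1.25 mM final); secreted IL-1B measured by AlphaLISA after 16 hr, decreased signal indicating inhibition.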
# GLP1R cytotox = qHTS of GLP-1 Receptor Inverse Agonists: Cytotox Screen. HEK293 cAMP-luciferase reporter cells, luminescence, 24 h. AID 624418, 2012. Potency, µM (top dose mostly 38.3 µM), for inactives: at the top dose activity change, negative = inhibition, most hits filed as inhibitors. 0.13% of 410,000 active;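 note: loss of luciferase light is scored as toxicity; potency is the fitted concentration of half-maximal effect; % is set by controls: 0 for no effect and ±100 for the full control effect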
#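 MLSMR compounds, 24 hr on cells at 37 deg C/5% CO2; luminescence after luciferase reagent (12 min RT). Inhibition counted as the undesired cytotoxic outcome.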
# KB-V1 cytotox = qHTS assay for MDR1-selective chemotherapeutics: Primary screen using the drug-selected MDR subline cells KB-V1; KB-V1 MDR cells viability, CellTiter-Glo, 72 h; Potency, µM (doses to about 46.1 µM), without a hit: at the top dose activity change, negative = cytotoxicity, hits mostly cytotoxic; 3.4% of 400,000 active; note: potency is the fitted concentration of half-maximal effect; % is set by controls: 0 for no effect and ±100 for the full control effect; nearly all actives have a fitted effect of over 60% in size
#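 Compound-treated KB-V1 multidrug-resistant cells, 72 h, 37 degrees C; viability by CellTiter-Glo. Fitted qHTS curves give the values.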
# DRD3 agonist = qHTS of D3 Dopamine Receptor Agonist: qHTS. D(3) dopamine receptor (Homo sapiens), P35462. max activation, %. 0.58% of 410,000 active. AID 652048, 2013. D3R DiscoveRx beta-arrestin cells, luminescence, 90 min; in the data active = max activation above about 30%; note: 0% is about no effect; mostly tested at two doses, the higher about 12 µM
# Target sequence (P35462 whole entry, looked up): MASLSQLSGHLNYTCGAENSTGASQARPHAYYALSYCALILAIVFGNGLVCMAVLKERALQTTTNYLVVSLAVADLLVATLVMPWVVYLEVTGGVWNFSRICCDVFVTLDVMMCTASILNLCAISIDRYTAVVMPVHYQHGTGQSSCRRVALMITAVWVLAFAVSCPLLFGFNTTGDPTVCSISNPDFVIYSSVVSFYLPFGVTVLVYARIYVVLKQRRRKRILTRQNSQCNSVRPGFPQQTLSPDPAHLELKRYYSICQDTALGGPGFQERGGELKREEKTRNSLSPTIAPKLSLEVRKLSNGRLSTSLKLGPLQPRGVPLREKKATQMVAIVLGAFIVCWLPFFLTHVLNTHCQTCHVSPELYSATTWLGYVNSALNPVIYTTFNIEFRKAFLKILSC
#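 Agonist mode: compounds and dopamine controls were applied to plated cells for 90 min at 37 degrees C after an overnight attachment at 1500 cells/well. Luminescent read-out followed 30 - 60 minutes at room temperature with DiscoveRx detection reagent.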
# SW480 rereplic = A quantitative high throughput screen for small molecules that induce DNA re-replication in SW480 colon adenocarcinoma cells; SW480 DNA re-replication, Hoechst DNA content imaging, 48 h; Potency, µM (top dose mostly 46.1 µM), inactives show at the top dose re-replication activation, actives largely listed as activators; 1.8% of 340,000 active; note: potency is the fitted concentration of half-maximal effect; % of control where 0% means no effect; nearly all actives have a fitted effect of over 55% in size
#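 Image-based read-out: total Hoechst fluorescence of nuclei (405 nm excitation, 500-530 nm emission), with hits raising the fraction of high-intensity nuclei. SW480 colon cells incubated 48 hr with compounds at 37 C.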
# HT1080-NT tox = qHTS for induction of synthetic lethality in tumor cells producing 2HG: qHTS for the HT-1080-NT fibrosarcoma cell line. HT-1080-NT fibrosarcoma viability, CellTiter-Glo ATP luminescence, 48 h. 1.6% of 360,000 active. Potency, µM (highest dose often 46.1 µM), without a hit: top-dose activity, negative = less viability, most hits filed as cytotoxic;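 note: NT is the 2HG producing partner of a matched IDH1 knockdown line; potency is the fitted concentration of half-maximal effect; 0% = DMSO-treated cells and -100% = media-only wells without cells; nearly all actives have a fitted effect of over 55% in size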
#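 HT-1080-NT; 750 cells/well; 5% FBS RPMI; 48 h compound, 37 degrees C; CellTiter-Glo luminescence; curve fitting and curve-class assignment.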
# KB-3-1 cytotox = qHTS assay for MDR1-selective chemotherapeutics: Primary screen using the parental adenocarcinoma cell KB-3-1; 1.4% of 400,000 active; AID 1347075, 2019; KB-3-1 viability, CellTiter-Glo ATP luminescence, 72 h; Potency, µM (doses to about 46.1 µM), without a hit: top-dose activity change, negative = cytotoxic, actives largely listed as cytotoxic; note: potency is the fitted concentration of half-maximal effect; % is set by controls: 0 for no effect and ±100 for the full control effect; nearly all actives have a fitted effect of over 60% in size
#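 Screening of KB-3-1 cells (DMEM, 10% FBS, phenol-red free) ran from lowest to highest compound concentration; after 72 h at 37 °C viability was read luminescently and curves fitted.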
# Starred values were filed as active, the others as inactive; ? = inconclusive; nt = no result given; [ ] = dose if it differs, or a comment. Unless noted, calls come from the whole dose curve; as a rule, active = well fitted curve in the direction sought with a large enough effect; inconclusive = small, poorly fitted or top-dose-only effect, or another doubt; inactive = no such curve, though single readings can be large; an effect the other way counts as inactive or inconclusive.
# Results follow in this order: DRD3 agonist, SW480 rereplic, GLP1R cytotox, IL1B secr inh, HT1080 IDH1KD tx, HT1080-NT tox, KB-3-1 cytotox, KB-V1 cytotox, MCF10A rerep
CCc1c(C)c2ccc(OCC(=O)OC)cc2oc1=O
    1.0, -1.5%, 13.3%, -4.5, -12.2%, 6.8%, 11.3%, -0.7%, 2.9%
CC(C)OC(=O)c1ccc2ccc(-c3ccccc3)nc2c1
    14.8, nt, 1.3%, 57.3, -16.3%, -8.3%, 0.1%, 9.1%, nt
Cn1c(CNC(=O)CNC(=O)c2cccc(Cl)c2)cc(=O)n(C)c1=O
    12.9, -49.1%[inhibitor], -8.5%, 37.2, 2.4%, 8.0%, 3.5%, 0.0%, 3.6%
Nc1nonc1C(=O)NCCN=Cc1ccccc1O
    8.7, -6.1%[9.22 µM], 4.4%, 38.1, 12.8%, 7.6%, ?, 9.2%, 3.8%
Cc1nn(C)c(C)c1Sc1ccccc1N
    4.4, -1.5%, 6.9%[0.307 µM], 25.7, -3.7%, 10.2%, -5.7%, -19.9%, 13.7%
O=C(/C=C/c1ccc([N+](=O)[O-])cc1)NC1CC2CCC1C2 (configuration not stated)
    -10.8, -19.8%, -11.0%, ?, -13.6%, -9.2%, -16.3%, -13.5%, 12.3%
CCOC(=O)/C(=N/Nc1ccc(Br)cc1)N1CC(C)OC(C)C1 (configuration not stated)
    -5.1, 10.4%, -3.2%, -15.3, -29.9%, -15.0%, ?, ?, ?
Cc1ccc(Cn2c(C)c(CNCc3ccccc3F)c(C(=O)O)c2C)cc1
    3.5, nt, -6.3%, nt, nt, nt, 15.6%, ?, nt
Cc1cc(Br)ccc1OCC(=O)NNC(=O)Cc1ccccc1
    2.4, 4.2%, -4.7%, ?, 2.2%, 3.6%, 18.7%, 2.1%, 11.3%
Cc1cccc(NC(=O)CSc2nnc(CCNC(=O)OC(C)(C)C)o2)c1C
    0.3, 11.0%, -21.5%, 20.8, 0.4%, 1.8%, 0.9%, 19.7%, 3.2%
CCOC(=O)c1c(-c2ccc(-c3ccccc3)cc2)csc1NC(=O)CCC(=O)O
    -1.5, -4.8%, -5.7%, 40.3, 5.1%, 6.9%, ?, 23.0%, 19.8%
O=C(O)C1CCCN(S(=O)(=O)c2ccc(-c3ccc(=O)[nH]n3)s2)C1 (configuration not stated)
    -2.4, -3.7%, -3.5%, 17.2, 7.0%, 13.6%, 11.6%, 13.6%, -3.5%
Cc1cc(C(=O)OCC(=O)NC2CCS(=O)(=O)C2)c(C)n1-c1ccccc1 (configuration not stated)
    4.8, 2.2%, -3.8%, -12.7, -4.3%, -5.7%, ?, 16.4µM*, -3.5%
COCCN(CC(=O)Nc1cccc(C)c1C)C(=O)CN1C(=O)NC2(CCCCC2)C1=O
    0.6, 2.0%, 13.1%, -2.3, 0.0%, -7.4%, -1.4%, 0.0%, 16.0%
COc1ccc(NC(=S)N2CCc3ccccc3C2)cc1
    -5.0, 1.1%, -5.5%, 0.3, 25.5%, 24.1%, -7.8%, ?, -0.6%

# Results follow in this order: DRD3 agonist, SW480 rereplic, GLP1R cytotox, IL1B secr inh, HT1080 IDH1KD tx, HT1080-NT tox, KB-3-1 cytotox, KB-V1 cytotox, MCF10A rerep
CC(=O)N(Cc1ccc(F)cc1)Cc1nc2ccccc2c(=O)[nH]1
    -7.0, -2.1%, 18.1%, 32.8, 5.4%, -8.6%, 1.5%, -17.5%, -0.4%
O=C1CS(=O)CN1c1ccc(Oc2ccccc2)cc1 (configuration not stated)
    0.8, -10.8%, -7.8%, 15.0, 2.1%, 4.0%, -4.4%, 5.7%, 2.3%
OCCC1CN(Cc2cccc3nccnc23)CCN1Cc1ccc(F)c(F)c1 (configuration not stated)
    -14.7, 3.6%, -0.4%, 13.0, -2.5%, 4.8%, 1.9%, -23.0%, 0.0%
CN(C1=NS(=O)(=O)N=C(N(C)c2ccccc2)O1)c1ccccc1
    3.8, nt, -12.8%, -102.4*, ?, ?, ?, -12.8%, nt
O=C(NCCCN1CCCC1=O)c1ccc(NS(=O)(=O)c2ccc(F)cc2)cc1
    1.2, -35.7%, -0.1%, -15.6, 4.1%, 1.6%, -1.1%, ?, -5.3%
CCOc1ccccc1NC(=O)c1ccc2nc[nH]c2c1
    2.1, -23.9%, -4.7%, -11.1, 24.1%, ?, ?, 26.3%, -9.2%
COCc1cc(CN2CCN(Cc3ccsc3)C(CCO)C2)ccc1OC (configuration not stated)
    -15.5, 0.1%, 4.5%, 23.0, 0.3%, 13.0%, -0.3%, ?, 0.1%
Cc1cc(C)cc(OCC(=O)Nc2ccc(N3CCCCC3)cc2)c1
    -9.6, -13.0%, -0.6%, -2.8, -16.8%, -15.8%, -3.2%, 5.2%, -4.1%
CCOc1ccc(C(=O)N/N=C(\c2ccccc2)c2ccccn2)cc1
    -8.2, 8.2µM*, 6.0%, -99.7*, 2.31µM*, ?, ?, -0.2%, 28.4%
O=C1NC(Cc2ccccc2)c2nc3ccc(F)cc3c(=O)n2-c2ncccc21 (configuration not stated)
    -3.4, nt, 1.8%, -5.5, -7.6%, -2.2%, 1.3%, 8.5%, nt
CC(C)c1ccc(/C=N/n2c(COc3ccccc3)n[nH]c2=S)cc1
    -7.0, 8.4%, -9.8%, -18.8, -13.2%, -29.2%, -25.0%, ?, 20.6µM*
COc1cccc(-c2nnc(NC(=O)c3ccc(S(=O)(=O)N4CCOCC4)cc3)o2)c1
    -0.7, ?, -23.9%, 30.7, -21.9%, -14.5%, 5.8µM*, ?, 17.6%
CCOC(=O)C1=C(c2ccccc2)Nc2nc(C)nn2C1c1cccc(OC)c1OC (configuration not stated)
    22.0, -2.3%, -28.5%, 0.3, -2.0%, 6.2%, 3.5%, ?, 0.9%
Cc1ccccc1NC(=O)C1CCCN1S(=O)(=O)c1ccc2c(c1)n(C)c(=O)c(=O)n2C (configuration not stated)
    2.9, -3.6%, 0.6%, -4.1, 3.4%, -3.3%, 5.4%, 14.6%, 2.6%
O=C(N/N=C/C=C/c1ccco1)c1cccc([N+](=O)[O-])c1
    -2.4, -699.7%[inhibitor], -18.5%, -7.0, 9.6%, 6.2%, 0.4%, 18.1%, 8.6%

# Results follow in this order: DRD3 agonist, SW480 rereplic, GLP1R cytotox, IL1B secr inh, HT1080 IDH1KD tx, HT1080-NT tox, KB-3-1 cytotox, KB-V1 cytotox, MCF10A rerep
O=S(=O)(c1ccccc1)n1cc(-c2cccc3nccn23)c2ccccc21
    6.9, nt, -10.1%, 16.0, ?, ?, -20.0%, ?, nt
COc1ccc(-n2c(=O)c3c(c4cc(OC)ccc4n3C)n(Cc3cccc(OC)c3)c2=O)cc1
    -21.3, nt, 7.6%, nt, nt, nt, 0.7%, 2.6%, nt
Cc1cccc(NC(=S)NCCCN2CCOCC2)c1
    -10.0, 0.7%, 13.4%, -9.9, -4.1%, 13.6%, 0.0%, -19.8%, -2.2%
CCNc1nnc(CCn2nc(C)c(Br)c2C)s1
    -3.7, -1.9%, -2.1%, -8.5, 0.0%, 0.3%, -0.2%, -12.7%, 3.2%
O=C(COc1ccc(-n2cnnn2)cc1)Nc1cccc(Cl)c1Cl
    -0.3, 0.2%, -9.8%, -10.8, -3.1%, -10.9%, 1.7%, 0.1%, -0.9%
CN(C)C(=O)CCC(=O)N1CCCC(N2CCN(c3cccc(C(F)(F)F)c3)CC2)C1 (configuration not stated)
    -6.9, 4.0%, 2.0%, 11.5, -2.0%, 5.7%, 12.4%, 18.7%, 9.3%
CCOC(=O)N1CCN(S(=O)(=O)c2cc(-c3nn4c(C)nnc4c4ccccc34)ccc2C)CC1
    11.9, -5.1%, 14.7%, 19.5, 8.1%, 6.9%, -20.2%, ?, -3.4%
Cc1ccc(C(=O)O/N=C(\N)Cc2cccc3ccccc23)cc1
    -0.7, 16.1%, ?, -0.6, -9.5%, ?, ?, 0.0%, 6.7%
CCOC(=O)CNC(=O)c1cc(-c2ccccn2)nc2c(C)c(Cl)ccc12
    -41.1, 1.3%, 3.5%, -1.9, -2.3%, -6.0%, 23.1%, -25.8%, ?
CCOc1ccc(NC(=O)Nc2ccc3nsnc3c2)cc1
    -4.4, 9.1%, 4.6%, ?, 13.4%, 4.9%, 0.1%, 2.9%, 0.6%

# A portion from further up, for reference:
# Results follow in this order: DRD3 agonist, SW480 rereplic, GLP1R cytotox, IL1B secr inh, HT1080 IDH1KD tx, HT1080-NT tox, KB-3-1 cytotox, KB-V1 cytotox, MCF10A rerep
O=S(=O)(c1ccccc1)n1cc(-c2cccc3nccn23)c2ccccc21
    6.9, nt, -10.1%, 16.0, ?, ?, -20.0%, ?, nt
COc1ccc(-n2c(=O)c3c(c4cc(OC)ccc4n3C)n(Cc3cccc(OC)c3)c2=O)cc1
    -21.3, nt, 7.6%, nt, nt, nt, 0.7%, 2.6%, nt
Cc1cccc(NC(=S)NCCCN2CCOCC2)c1
    -10.0, 0.7%, 13.4%, -9.9, -4.1%, 13.6%, 0.0%, -19.8%, -2.2%
CCNc1nnc(CCn2nc(C)c(Br)c2C)s1
    -3.7, -1.9%, -2.1%, -8.5, 0.0%, 0.3%, -0.2%, -12.7%, 3.2%
O=C(COc1ccc(-n2cnnn2)cc1)Nc1cccc(Cl)c1Cl
    -0.3, 0.2%, -9.8%, -10.8, -3.1%, -10.9%, 1.7%, 0.1%, -0.9%
CN(C)C(=O)CCC(=O)N1CCCC(N2CCN(c3cccc(C(F)(F)F)c3)CC2)C1 (configuration not stated)
    -6.9, 4.0%, 2.0%, 11.5, -2.0%, 5.7%, 12.4%, 18.7%, 9.3%

# Screening data (PubChem)
